# Bioassay records as filed in PubChem.
# NR2E3 ag-1 – human photoreceptor-specific nuclear receptor agonism | 0.35% of 360,000 active | Q9Y5X4 | inhibition of corepressor binding, % at 3.98 µM | AID 602229 | CHO-S Gal4-NCOR/VP16-NR2E3 two-hybrid, luciferase;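 active = inhibition above the mean of all tested compounds plus 3 SD, cut at about 70% in these data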;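 note: 0% = DMSO with NR2E3 transfected cells and 100% = cells lacking NR2E3 construct; higher means lower luciferase signal from less NR2E3 corepressor binding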
# Target sequence (Q9Y5X4 whole entry, looked up, the tested form may be a part): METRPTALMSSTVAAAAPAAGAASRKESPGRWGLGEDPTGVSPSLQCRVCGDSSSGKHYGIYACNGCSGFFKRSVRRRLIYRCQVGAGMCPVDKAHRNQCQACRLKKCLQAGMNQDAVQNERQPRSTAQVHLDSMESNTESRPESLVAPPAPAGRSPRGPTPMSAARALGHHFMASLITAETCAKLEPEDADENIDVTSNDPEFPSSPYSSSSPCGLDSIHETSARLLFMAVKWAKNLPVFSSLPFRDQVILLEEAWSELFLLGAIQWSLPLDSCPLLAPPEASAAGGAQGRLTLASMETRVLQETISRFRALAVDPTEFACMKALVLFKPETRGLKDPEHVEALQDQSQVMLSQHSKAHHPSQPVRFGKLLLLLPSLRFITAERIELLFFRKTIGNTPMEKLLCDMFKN
# Shn3 3UTR inh – inhibitors of Schnurri-3 3'UTR reporter in osteoblasts; Clone20 osteoblast Shn3 3'UTR firefly luciferase, 24 h; inhibition, % at 12.5 µM; 0.52% of 360,000 active; AID 588674;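 active = mean inhibition of at least 75% with every replicate also reaching 75%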;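 note: 0% = median of neutral control wells and 100% = pilot-screen positive control compound; some compounds past the cut are filed as inactive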
# Peg3 prom inh – reduces Peg3 promoter-driven luciferase expression in HeLa; AID 588405; inhibition, % at 20 µM; 1.7% of 360,000 active; HeLa PEG-Prom luciferase reporter, luminescence, overnight;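 active = inhibition of at least 50% at 20 µM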
# EBV LMP1 NFkB – reduces LMP1-driven NF-kappaB luciferase signal; inhibition, % at 12.5 µM; LMP1-induced NF-kappaB luciferase reporter cells, luminescence; AID 504558; 0.69% of 350,000 active; in the data active = inhibition above about 41%;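 note: 0% = neutral control wells and 100% = reference inhibitor control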
# KKLEB cytotox – counter-screen for CF NF-kB inhibitors: cytotoxicity. AID 602141. KKLEB CF airway cells viability, ATPlite luminescence, overnight; hits give low values; cells stimulated with P. aeruginosa culture filtrate. activity change (cytotoxicity), % at 5 µM. 0.36% of 360,000 active;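 active = corrected activity change at or below -50% at 5 µM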
# NR2E3 ag-2 – activates human photoreceptor nuclear receptor NR2E3 | inhibition of corepressor binding, % at 4.78 µM | AID 2300 | 0.12% of 320,000 active | GST-NR2E3/biotin-RetCOR TR-FRET, 1536-well | Q9Y5X4;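 active = percent inhibition above the cutoff of mean plus 3 SD of all tested compounds, set per screening campaign, cut at about 20% in these data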;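 note: 0% = DMSO wells and 100% = biotin wells as full block of FRET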
#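 Material – GST-tagged NR2E3 plus biotinylated RetCOR corepressor · Quantity – NR2E3 fusion 1.35 nM · Times – 5 h incubation at 4 °C · Medium – pH 7.5 Tris-based buffer · Technique – TR-FRET, Eu(K)-anti-GST donor, streptavidin-D2 acceptor, ex 340, em 617/671 nm · Benchmarks – high control biotin, low control 0.6% DMSO · Format – 1536-well plates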
# hiPSC survival – hiPSC single-cell survival enhancement | ATPlite luminescence; 100% = ROCK inhibitor wells, 0% = DMSO | survival enhancement, % at 20 µM | 0.044% of 360,000 active; in the data active = survival enhancement above about 18%;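 note: cells exposed to compounds for 16 hours before the ATP read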
# CF NFkB block – blocks PAF-induced NF-kB reporter in cystic fibrosis cells. KKLEB NF-kB-GFP reporter, GFP fluorescence overnight. inhibition, % at 5 µM. 0.86% of 360,000 active;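 active = at least 50% inhibition at 5 µM, scaled per plate between neutral and stimulator controls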;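 note: PAF is a Pseudomonas aeruginosa culture filtrate used as stimulus; plate controls were PAF-stimulated DMSO wells for no effect and unstimulated DMSO wells for full effect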
# TRAIL sens C8 – sensitizes caspase-8 expressing cells to TRAIL | NB7+C8 cells + TRAIL, ATPlite viability luminescence | inhibition (viability loss, TRAIL sensitization), % at 10 µM | 1% of 360,000 active | AID 624354;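 active = compounds causing at least 50% loss of cell viability in the single-dose screen, relative to plate controls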
# HIF-2a block – blocks HIF-2a reporter activity; 786-0 RCC cells HIF-2a reporter, luciferase luminescence, overnight; inhibition, % at 18.8 µM; 0.72% of 360,000 active;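 active = inhibition of the luminescence signal of 40% or more relative to plate controls, in a single-dose primary screen at 18.75 µM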
# TRPM1 prom inh – inhibitors of MITF-driven TRPM1 promoter in melanoma cells; SK-MEL-5 TRPM1 promoter luciferase, 24 h; 0.83% of 330,000 active; AID 488899; inhibition, % at 12.5 µM;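 active = mean inhibition across replicates of 60% or more, whatever share of single replicates reaches that level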; note: values of inactives mirror those of a sister screen read the other way
# * marks the source's active call; other numbers are inactive results; / = no result given. Some of the compounds tested; rates above refer to the full screens.
# Sequence of screens – Peg3 prom inh | NR2E3 ag-2 | KKLEB cytotox | Shn3 3UTR inh | TRPM1 prom inh | EBV LMP1 NFkB | NR2E3 ag-1 | TRAIL sens C8 | HIF-2a block | hiPSC survival | CF NFkB block
CN(C(=O)c1cc([N+](=O)[O-])ccc1N1CCCC1)C1CCCCC1
  15 | 4 | -3 | -11 | 1 | 2 | 2 | -2 | 20 | -0.1 | -20
CN(Cc1ccccc1)C(=S)NC(=O)c1ccc(-c2ccccc2)cc1
  -3 | 6 | -15 | 14 | 10 | 12 | 13 | 13 | 2 | 2.9 | 18
Cc1c(C(=O)NN2CCN(C)CC2)cccc1[N+](=O)[O-]
  14 | 2 | 5 | 4 | 7 | -1 | -20 | -35 | 8 | -1.7 | 15
O=C(CCn1nc(-c2ccc(Cl)cc2)ccc1=O)NCc1ccccn1
  -3 | 5 | 0 | 3 | -2 | -2 | -8 | -7 | 1 | 5.3 | 2
CC(=O)c1c(C)[nH]c(C(=O)NCCc2c[nH]c3ccccc23)c1C
  -123 | 1 | 0 | -33 | -19 | -24 | -48 | -12 | -154 | -0.7 | -4
CN(C)c1ccc(NC(=O)CN2CCN(S(=O)(=O)c3cc(Cl)ccc3Cl)CC2)cc1
  18 | 0 | 2 | -8 | -8 | -4 | 13 | -4 | 17 | -1.5 | 8
CC(=O)OCC1OC(n2ncc(=O)n(Cc3ccccc3)c2=O)C(OC(C)=O)C1OC(C)=O (configuration not stated)
  -3 | -1 | -3 | 1 | 5 | -1 | -1 | 0 | 10 | -0.4 | 23
COc1ccc(OCC(=O)N2c3ccccc3CC2C)c([N+](=O)[O-])c1 (configuration not stated)
  -34 | / | -5 | -8 | -8 | -7 | -17 | -20 | -65 | 12 | 11
CCn1c(C)c(C)c2cc(C(=O)NCCCN3CCOCC3)ccc21
  5 | 0 | 4 | -10 | 18 | 0 | -7 | 13 | -3 | -0.3 | 0
CSc1ccc(/C=N/Nc2ccc(Cl)c(C(=O)O)c2)cc1
  -100 | -1 | -1 | -28 | 11 | -20 | -196 | 1 | -181 | 1.1 | -3
Cc1cc(Nc2ccccc2)n(CCC#N)n1
  23 | 1 | -1 | -8 | 7 | 1 | -1 | 2 | 17 | 5.2 | -4
COc1cc(C(=O)N(Cc2cccnc2)Cc2cc3cc4c(cc3[nH]c2=O)OCCO4)cc(OC)c1OC
  12 | 2 | -2 | -18 | 2 | -5 | 13 | -11 | 17 | 3.9 | 8
O=C1N=c2ccccc2=C1c1c(O)[nH]c2c(C(F)(F)F)cccc12
  13 | 3 | -7 | 6 | 22 | -2 | 5 | 0 | 26 | 0.0 | 28
CCCn1c(N)c(N(CCOC)C(=O)c2ccc(S(=O)(=O)N3CCOCC3)cc2)c(=O)[nH]c1=O
  0 | / | 7 | -2 | -1 | -1 | -33 | -14 | 15 | -1.0 | 23
COc1cc(OC)c(C(=O)Nc2cccc(C(C)=O)c2)cc1OC
  -133 | -1 | 0 | -38 | -42 | -7 | -62 | 20 | -152 | 6.1 | -4
CS(=O)(=O)N(CC(=O)N1CCCC1)c1ccccc1F
  7 | 0 | 2 | -73 | -5 | 1 | -4 | -3 | 11 | -0.1 | 5
CC(C)(C)OC(=O)[C@H](CCCCN)NC(=O)c1nc[nH]c1C(=O)N[C@@H](CCCCN)C(=O)OC(C)(C)C
  5 | / | 0 | 1 | 3 | -6 | -4 | -37 | -2 | 1.6 | -18
Cc1ccc(C2C=C(c3ccccc3OC(F)F)Nc3ncnn32)cc1 (configuration not stated)
  11 | 0 | 3 | 4 | 3 | 2 | -7 | 4 | 17 | 5.3 | -3
Cc1nnc(SCC(=O)N2c3ccccc3Sc3ccccc32)n1N
  -6 | 1 | 8 | 2 | 5 | 1 | -15 | 8 | -5 | -1.4 | 16
O=C(NC1CCCCC1)Sc1ccc(Cl)cc1
  66* | 1 | 1 | 12 | 27 | -11 | -14 | 7 | 16 | -2.6 | 14
CCOCCCNC(=O)Cc1ccc(Br)cc1
  4 | 1 | 9 | -3 | -1 | 0 | 6 | -11 | 5 | -0.3 | 3
N#CC(c1ccc(O)cc1)N1CCCCC1 (configuration not stated)
  12 | 0 | 6 | -1 | 12 | -1 | 18 | -18 | 3 | -1.2 | -17
O=C(COC(=O)/C=C/c1ccccc1Cl)NC(=O)NCc1ccccc1
  -1 | 6 | -32 | -20 | 0 | -1 | -3 | -10 | 4 | 0.4 | 40
CC(=O)c1cccc(NS(=O)(=O)N(C)C)c1
  14 | 2 | -4 | -2 | 9 | -15 | -3 | -11 | 13 | -1.6 | 11
COc1cc(OC)c(OC)cc1CN1CCN(Cc2cccc(F)c2)CC1
  12 | 1 | 8 | 10 | 0 | 4 | -1 | -2 | 26 | 3.7 | -3
CCN(CC)C(=O)C1=C(C)N(Cc2ccc(F)cc2)C(=O)C(CC(=O)NCCc2ccccn2)C1 (configuration not stated)
  -3 | / | -5 | -7 | / | 3 | 2 | 4 | 2 | 4.4 | -13
Cc1cccc(-c2nc3ccccc3c(=O)n2NC(=S)N(C)C)c1
  -4 | 1 | 4 | -9 | 2 | 2 | 9 | -8 | 11 | -1.7 | 8
COc1ccccc1NC(=S)NC1CC2CCC1C2 (configuration not stated)
  0 | -2 | -2 | -7 | -2 | 3 | 14 | -20 | -6 | -0.1 | 5
COc1cc(NC(=O)c2cc3c(CO)cnc(C)c3oc2=Nc2cccc(C(N)=O)c2)cc(OC)c1
  8 | -4 | -5 | 78 | 6 | -17 | -27 | -1 | 5 | -0.5 | -3
CCN(CC)S(=O)(=O)c1ccc(S(=O)(=O)N2CCCC2)cc1
  8 | 0 | -6 | 1 | 10 | -6 | -20 | -10 | 10 | -0.6 | 5

# 3 structures out of the list, ordered by number of heavy atoms, rising:
# Sequence of screens – Peg3 prom inh | NR2E3 ag-2 | KKLEB cytotox | Shn3 3UTR inh | TRPM1 prom inh | EBV LMP1 NFkB | NR2E3 ag-1 | TRAIL sens C8 | HIF-2a block | hiPSC survival | CF NFkB block
CC(=O)c1cccc(NS(=O)(=O)N(C)C)c1
  14 | 2 | -4 | -2 | 9 | -15 | -3 | -11 | 13 | -1.6 | 11
CCOCCCNC(=O)Cc1ccc(Br)cc1
  4 | 1 | 9 | -3 | -1 | 0 | 6 | -11 | 5 | -0.3 | 3
Cc1nnc(SCC(=O)N2c3ccccc3Sc3ccccc32)n1N
  -6 | 1 | 8 | 2 | 5 | 1 | -15 | 8 | -5 | -1.4 | 16

# Later entries
# Sequence of screens – Peg3 prom inh | NR2E3 ag-2 | KKLEB cytotox | Shn3 3UTR inh | TRPM1 prom inh | EBV LMP1 NFkB | NR2E3 ag-1 | TRAIL sens C8 | HIF-2a block | hiPSC survival | CF NFkB block
CC(=O)c1cccc(NC(=O)c2ccc(Br)o2)c1
  -73 | 6 | -14 | -5 | -12 | -1 | -24 | 2 | -126 | 3.3 | -3
CC(Sc1nnc2ccccn12)C(=O)Nc1ncc(Cl)cc1Cl (configuration not stated)
  -22 | 1 | -3 | -14 | -9 | 4 | -36 | -5 | -37 | 1.0 | -1
O=S(=O)(c1ccccc1)c1nc(-c2cccs2)oc1NCC1CCCO1 (configuration not stated)
  4 | 0 | 8 | -75 | 3 | 6 | -9 | -16 | 14 | 1.6 | -2
Cc1c(C)n(Cc2ccccc2)c2ncnc(NCCCO)c12
  -2 | 1 | 10 | -23 | 8 | 1 | -6 | -16 | 9 | 1.1 | 12
COc1cccc(/C=N/NC(=O)C(C)n2nnc3ccccc32)c1 (configuration not stated)
  10 | 1 | -9 | 12 | -9 | -6 | 4 | -5 | 3 | -0.2 | -17
CCC/S(C)=N/S(=O)(=O)c1ccc(C)cc1 (configuration not stated)
  11 | 1 | 7 | 2 | 13 | 3 | 14 | -9 | 21 | -0.8 | -16
COc1cccc2c(C)cc(N3CCCCCC3)nc12
  7 | 1 | -20 | 19 | 1 | 32 | -39 | 20 | 17 | 1.1 | -3
Cc1cnc(C)c(N2CCN(Cc3nc(-c4cccc(F)c4F)oc3C)CC2)n1
  8 | 0 | 1 | 1 | 0 | -2 | 6 | -3 | 9 | 0.2 | 3
CCOc1ccc(N(CC(=O)NCCSCc2ccc(C)cc2)S(C)(=O)=O)cc1
  17 | 0 | -18 | -66 | -3 | -1 | -19 | 4 | 11 | -0.6 | -10
COc1cc(OC)c2cc[nH]c2c1
  -5 | 0 | -13 | -14 | -3 | -1 | -6 | 0 | 20 | -1.7 | 2
O=C(COc1ccccc1)N1CCN(c2ccc([N+](=O)[O-])c(N3CCCCC3)c2)CC1
  14 | 3 | -8 | 1 | -6 | -8 | -19 | -4 | 1 | 0.5 | -3

# Exported bar-delimited: entries from further up.
SMILES | Peg3 prom inh | NR2E3 ag-2 | KKLEB cytotox | Shn3 3UTR inh | TRPM1 prom inh | EBV LMP1 NFkB | NR2E3 ag-1 | TRAIL sens C8 | HIF-2a block | hiPSC survival | CF NFkB block
COc1cc(NC(=O)c2cc3c(CO)cnc(C)c3oc2=Nc2cccc(C(N)=O)c2)cc(OC)c1 | 8 | -4 | -5 | 78 | 6 | -17 | -27 | -1 | 5 | -0.5 | -3
CCN(CC)S(=O)(=O)c1ccc(S(=O)(=O)N2CCCC2)cc1 | 8 | 0 | -6 | 1 | 10 | -6 | -20 | -10 | 10 | -0.6 | 5
CC(=O)c1cccc(NC(=O)c2ccc(Br)o2)c1 | -73 | 6 | -14 | -5 | -12 | -1 | -24 | 2 | -126 | 3.3 | -3
CC(Sc1nnc2ccccn12)C(=O)Nc1ncc(Cl)cc1Cl (configuration not stated) | -22 | 1 | -3 | -14 | -9 | 4 | -36 | -5 | -37 | 1.0 | -1
O=S(=O)(c1ccccc1)c1nc(-c2cccs2)oc1NCC1CCCO1 (configuration not stated) | 4 | 0 | 8 | -75 | 3 | 6 | -9 | -16 | 14 | 1.6 | -2
Cc1c(C)n(Cc2ccccc2)c2ncnc(NCCCO)c12 | -2 | 1 | 10 | -23 | 8 | 1 | -6 | -16 | 9 | 1.1 | 12
COc1cccc(/C=N/NC(=O)C(C)n2nnc3ccccc32)c1 (configuration not stated) | 10 | 1 | -9 | 12 | -9 | -6 | 4 | -5 | 3 | -0.2 | -17
CCC/S(C)=N/S(=O)(=O)c1ccc(C)cc1 (configuration not stated) | 11 | 1 | 7 | 2 | 13 | 3 | 14 | -9 | 21 | -0.8 | -16
COc1cccc2c(C)cc(N3CCCCCC3)nc12 | 7 | 1 | -20 | 19 | 1 | 32 | -39 | 20 | 17 | 1.1 | -3
Cc1cnc(C)c(N2CCN(Cc3nc(-c4cccc(F)c4F)oc3C)CC2)n1 | 8 | 0 | 1 | 1 | 0 | -2 | 6 | -3 | 9 | 0.2 | 3
CCOc1ccc(N(CC(=O)NCCSCc2ccc(C)cc2)S(C)(=O)=O)cc1 | 17 | 0 | -18 | -66 | -3 | -1 | -19 | 4 | 11 | -0.6 | -10
COc1cc(OC)c2cc[nH]c2c1 | -5 | 0 | -13 | -14 | -3 | -1 | -6 | 0 | 20 | -1.7 | 2
O=C(COc1ccccc1)N1CCN(c2ccc([N+](=O)[O-])c(N3CCCCC3)c2)CC1 | 14 | 3 | -8 | 1 | -6 | -8 | -19 | -4 | 1 | 0.5 | -3
